# Screens as filed in PubChem.
# USP1 inh = blocks the human USP1/UAF1 deubiquitinase complex; O94782; recombinant USP1/UAF1, Ub-Rhodamine cleavage fluorescence; Potency, µM (doses to about 57.1 µM), inactives show at the highest dose activity change, negative = inhibition, usual class: inhibitors; actives 0.23% (n = 390,000); AID 743255; further: potency means the concentration at half of the fitted maximal effect; on the % scale 0 is the no-effect control and ±100 the full control effect; nearly all actives have a fitted effect of over 60% in size; inactives centre near -12
#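 USP1/UAF1 complex at 1 nM was preincubated with compound for 15 min at room temperature, then Ub-Rho substrate (150nM final) was added. Fluorescence (480/540 nm) was read kinetically, 6 reads every 60 seconds.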
# TrxR1 inh = blocks rat thioredoxin reductase 1. O89049. recombinant rTrxR1, NADPH fluorescence consumption, selenite substrate. Potency, µM (titrated, usually from 114 µM), for inactives: at the top dose activity change, negative = inhibition, actives largely listed as inhibitors. actives 1% (n = 390,000). AID 588453; further: potency means the concentration at half of the fitted maximal effect; on the % scale 0 is the no-effect control and ±100 the full control effect; nearly all actives have a fitted effect of over 65% in size
#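 Rat TrxR1 (90 nM in the dispensed reagent) was pre-reduced with 400 uM NADPH for 5 min at room temperature, then incubated with compound for 15 min. After 400 uM selenite was added, NADPH fluorescence (Ex 340/Em 450 nm) was followed for 8 min.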
# D2 antagonist = antagonizes the human D2 dopamine receptor; P14416; HEK293 TREx D2 cells, calcium flux, dopamine EC80; inhibition, % at 10 µM; actives 2% (n = 340,000); AID 485344; in the data active means inhibition above about 30%; further: 0% is about no effect
# Target sequence (P14416 whole entry, looked up): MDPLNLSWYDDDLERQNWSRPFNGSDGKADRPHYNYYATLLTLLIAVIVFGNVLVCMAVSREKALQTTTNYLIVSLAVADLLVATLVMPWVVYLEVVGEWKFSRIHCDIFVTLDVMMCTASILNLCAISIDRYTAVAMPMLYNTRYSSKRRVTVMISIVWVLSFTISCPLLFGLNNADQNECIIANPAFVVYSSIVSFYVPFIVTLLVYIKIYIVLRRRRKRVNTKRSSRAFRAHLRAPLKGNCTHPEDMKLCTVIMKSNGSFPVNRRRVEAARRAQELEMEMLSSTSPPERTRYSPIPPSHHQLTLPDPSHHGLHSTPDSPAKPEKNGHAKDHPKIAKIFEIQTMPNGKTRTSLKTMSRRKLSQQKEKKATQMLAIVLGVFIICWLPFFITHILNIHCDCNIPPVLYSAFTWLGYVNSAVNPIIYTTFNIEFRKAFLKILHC
#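 Measurement of antagonist activity uses fluorescent calcium dye in inducible HEK293 T-REx D2 cells: 10 s baseline, compound addition with 180 s read, EC80 dopamine addition with a further 180 s read.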
# Pin1 inh = inhibitors of human Pin1. Potency, µM (doses to about 115 µM), for the others: at the top dose activity, negative = inhibition, most hits filed as inhibitors. Pin1 FP peptide displacement, HiFluor488, 10 min. actives 0.009% (n = 390,000); active means well fitted inhibition curve with a large enough effect in the polarisation, with a control signal flat, not every such curve was filed as active; inconclusive means small, poorly fitted or top-dose-only effect, or effect the other way, or a change in a side signal; inactive means no such curve, though single readings can be large or run the other way; the % refers to the polarisation; further: potency means the concentration at half of the fitted maximal effect; on the % scale 0 is the no-effect control and ±100 the full control effect
# Target sequence (Q13526 whole entry, looked up): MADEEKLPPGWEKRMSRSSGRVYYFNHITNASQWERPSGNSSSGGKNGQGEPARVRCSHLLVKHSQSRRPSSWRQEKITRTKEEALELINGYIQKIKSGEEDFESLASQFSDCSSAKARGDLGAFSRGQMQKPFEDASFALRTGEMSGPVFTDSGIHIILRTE
# TRHR PAM = allosteric enhancers of human TRH receptor; P34981; TRHR cells, fluo-8 calcium fluorescence, EC20 TRH enhancement; enhancement, % at 2 µM; actives 0.66% (n = 360,000); AID 493056; in the data active means enhancement above about 30%; further: 0% is about no effect
# Target sequence (P34981 whole entry, looked up): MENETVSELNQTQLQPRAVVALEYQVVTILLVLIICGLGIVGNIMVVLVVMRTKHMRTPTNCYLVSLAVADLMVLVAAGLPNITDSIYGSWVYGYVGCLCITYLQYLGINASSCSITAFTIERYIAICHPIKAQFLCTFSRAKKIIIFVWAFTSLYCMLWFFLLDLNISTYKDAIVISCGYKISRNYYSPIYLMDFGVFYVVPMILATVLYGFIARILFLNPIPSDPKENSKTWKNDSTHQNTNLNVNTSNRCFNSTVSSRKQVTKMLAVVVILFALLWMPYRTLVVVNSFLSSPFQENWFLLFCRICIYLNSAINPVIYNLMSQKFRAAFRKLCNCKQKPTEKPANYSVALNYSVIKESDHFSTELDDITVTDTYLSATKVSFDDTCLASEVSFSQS
#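 TRHR-expressing cells loaded with fluo-8 calcium dye were read kinetically (ex 480/em 530) during compound addition, then stimulated with an EC20 of TRH (10 nM final). Enhancement of the Gq-mediated intracellular calcium response was scored.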
# D2 agonist = D2 dopamine receptor (human) agonism; activation, % at 2 µM; P14416; HEK293 T-REx D2 cells, calcium flux agonist mode; actives 0.53% (n = 340,000);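 active means activation over 3 SD above normal in the single-dose calcium agonist read, cut at about 30% in these data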; further: 0% is about no effect
#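 Calcium-flux readout, 1 cycle/sec over 180 s following compound pin transfer, in inducible HEK293 Trex D2 cells (force-coupled); dopamine controls included. Positive calcium responses during this window marked compounds as potential agonists.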
# IDH1 R132H inh = blocks human mutant IDH1 R132H enzyme; O75874; IDH1-R132H enzyme, NADPH consumption, diaphorase/resazurin fluorescence; Potency, µM (titrated, usually from 76.6 µM), without a hit: at the highest dose activity change, negative = inhibition, usual class: inhibitors; actives 0.093% (n = 390,000); AID 602179; further: potency means the concentration at half of the fitted maximal effect; on the % scale 0 is the no-effect control and ±100 the full control effect; nearly all actives have a fitted effect of over 65% in size
#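 IDH1-R132H (0.5 ug/mL dispensed) in pH 7.5 Tris buffer was preincubated 30 min with compound, then given a substrate mix of 0.016 mM NADPH and 2 mM alpha-KG for 80 min at room temperature; remaining NADPH was read by diaphorase/resazurin fluorescence.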
# TRHR agonist = agonists of human TRH receptor | P34981 | TRHR cells, calcium flux fluo-8, FDSS agonist mode | activation, % at 2 µM | actives 0.18% (n = 360,000); in the data active means activation above about 30%; further: 0% is about no effect
#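 Steps: seed TRHR cells overnight; add fluo-8 no-wash Ca dye, RT 30 min–1.5 h; record 10 s baseline; pin-transfer compounds; monitor fluorescence 1 cycle/s for the agonist window. Calcium increases flag candidate agonists.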
# TrxR1 substrate = is turned over as a substrate by rat TrxR1 | Potency, µM (top dose mostly 114 µM), inactives show at the top dose activity change, negative = substrate turnover | purified TrxR1 substrate turnover, NADPH consumption readout | AID 588456 | actives 0.01% (n = 390,000) | O89049; further: potency means the concentration at half of the fitted maximal effect; on the % scale 0 is the no-effect control and ±100 the full control effect; nearly all actives have a fitted effect of over 50% in size
#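 Rat TrxR1, dispensed at 90 nM, was prereduced with 400 uM NADPH (final) for 5 min at ~22 deg C, then incubated with compound 15 min before 400 uM selenite. A first-read NADPH fluorescence drop versus no-compound background flagged substrates.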
# * marks the source's active call; other numbers are inactive results; ? = inconclusive; nt = no result given; & = joins results of further samples; [ ] = another dose, or the depositor's remark. Unless noted, the call rests on the fitted dose curve; in most records, active means well fitted inhibition curve with a large enough effect; inconclusive means small, poorly fitted or top-dose-only effect; inactive means no such curve, though single readings can be large or run the other way. Not all compounds are listed; rates above refer to the full screens.
SMILES,USP1 inh,TrxR1 inh,D2 antagonist,Pin1 inh,TRHR PAM,D2 agonist,IDH1 R132H inh,TRHR agonist,TrxR1 substrate
CC(=O)c1ccc(OCCOc2ccc([N+](=O)[O-])cc2)cc1,-6%,33%,13,-4%,12,0.7,-8%,-0.3,-2%
CS(=O)(=O)CC(=O)Nc1ccc2nc3n(c(=O)c2c1)CCCCC3,-22%,7%,-4,-10%,7,-0.7,0%,-1.0,3%
Cc1ccc2sc(N(CCCN(C)C)C(=O)CN3C(=O)c4ccccc4C3=O)nc2c1C,-8%,19%,11,3%,2,1.0,2%,1.7,2%
COC(=O)c1cccc(NC(=O)Cc2ccccc2[N+](=O)[O-])c1C,-14%,-4%,nt,-8%,-8,nt,-4%,-0.5,-8%
CC(=O)NNC(=O)N1Cc2ccccc2Oc2ccc(Cl)cc21,-25%,?,nt,-1%&-1%,nt,nt,5%,nt,7%[57.1 µM]
COc1ccc(N2CCN(CCCNC(=O)CN3C(=O)COc4ccccc43)CC2)cc1,-7%,12%[57.1 µM],29,1%,-1,0.1,12%,1.0,-4%[57.1 µM]
CCCn1c(SCC(=O)N(C2CCCCC2)C2CCS(=O)(=O)C2)n[nH]c1=O (centres undefined),-15%,35%,nt,-4%,-3,nt,0%,0.2,3%
Cc1cc(NC(=O)CCC(=O)N(CC(=O)NC2CCCC2)Cc2cccs2)no1,-16%,13%[57.1 µM],-12,-6%,2,0.2,6%,0.2,-23%[57.1 µM]
COc1ccc(N=Cc2nc(-c3ccccc3)oc2OC(C)=O)cc1,-23%,13µM*,9,0%,-3,0.0,8%,-0.1,7%
CCOc1ccccc1NC(=O)c1cc(-c2ccncc2)nc2c(Cl)cccc12,-4%,1%[57.1 µM],nt,16%,-3,nt,7%,0.0,5%[57.1 µM]
Cc1cccc(NC(=O)Cn2cc(S(=O)(=O)Cc3ccccc3Cl)c3ccccc32)c1,-23%,16%,nt,8%,-4,1.3,0%,1.1,-3%
CSCCC(NS(=O)(=O)c1cc(C(=O)O)ccc1Cl)C(=O)O (centres undefined),5%,37%[0.0914 µM],-15,-15%,0,2.2,12%,0.9,2%[57.1 µM]
O=C(COC(=O)c1cccc(OC(F)F)c1)Nc1cccc(S(=O)(=O)N2CCCC2)c1,-6%,20%,nt,38%[activator],nt,nt,-12%,nt,-1%
O=C(NS(=O)(=O)N1CCCC1)C1=C(N2CCCC2)COC1=O,-12%,14%,-7,-4%,21,-0.5,-1%,0.4,5%
O=C(/C=C/c1ccccc1)NCCS(=O)(=O)N1CCN(c2ccccc2F)CC1,0%,25%,17,-4%,-7,0.0,-5%,-0.3,2%
CCCCCC(=O)NC(=S)Nc1cccc(-c2nc3ncccc3o2)c1,-25%,-3%,-8,-5%,-1,0.6,4%,0.3,-4%
COC(=O)c1ccc(C2c3c(oc4ccccc4c3=O)C(=O)N2c2nc(C)c(C(=O)OC)s2)cc1 (centres undefined),-19%,-2%,nt,-8%,29,0.5,1%,0.7,0%
COc1ccccc1/C=N/NC(=O)c1nnn(-c2nonc2N)c1-c1cccs1,0%,0%,15,0%,0,-0.2,26%,-0.2,-10%
CC(NCCc1ccc(O)cc1)C(O)c1ccc(O)cc1 (centres undefined),-27%,16%,24,7%,7,1.1,-3%,0.3,5%
Cc1oc(C)c(C(N)=O)c1C(N)=O,-5%,12%[57.1 µM],10,-1%,-2,-0.4,3%,0.6,-9%
Cn1c(=O)c2c(nc(N3CCOCC3)n2C/C=C/c2ccccc2)n(C)c1=O,-20%,2%,0,-7%,1,-1.2,0%,-0.9,-1%
COc1ccc(-c2nc(CN3CCC(C(=O)NCCCN4CCN(c5ccccc5F)CC4)CC3)c(C)o2)cc1OC,-22%,-24%,nt,0%,-1,nt,13%,-0.3,-10%
O=C(NCc1ccc(F)cc1)C1CCCN(C(=O)Nc2ccccc2)C1 (centres undefined),-15%,1%,nt,-8%,-1,nt,0%,-0.3,-4%
CCCn1c(N)c(N(CCOC)C(=O)c2c(CC)noc2C)c(=O)[nH]c1=O,-5%,5%,0,0%,-1,-0.2,-9%,-0.2,6%
COCCn1c(SCc2ccc(Cl)cc2)nc2c1c(=O)[nH]c(=O)n2C,-1%,-2%[57.1 µM],nt,-9%,nt,nt,0%,nt,1%[57.1 µM]
CCOC(=O)c1cnn2c(N)c(C#N)nnc12,-13%,-13%,-32,?,1,-0.8,4%,-0.6,-4%
COC(=O)c1ccc(/C=N\N2CCN(c3ccccc3)CC2)cc1,-10%,14%,-8,0%,4,0.7,3%,0.3,-2%
COc1ccc(C(=O)CCC(=O)Nc2cc(Cl)c(O)c(Cl)c2)cc1,-13%,6%,3,54%[activator],8,0.1,-5%,0.3,-3%
O=C(CCC(=O)N1CCOc2ccccc21)NCc1cccnc1,-12%,6%[57.1 µM],-3,-5%,0,-0.3,-3%,0.3,1%[57.1 µM]
CSc1ncc(Cl)c(C(=O)Nc2ccc(S(=O)(=O)N3CCCC(C)C3)cc2)n1 (centres undefined),?,21%,nt,23%,-1,nt,-3%,1.1,-2%
COc1ccccc1CCNC(=O)Cn1ccc2cc(S(=O)(=O)N3CCC(C)CC3)ccc21,-21%,16%,5,18%,-21,0.0,-12%,0.3,0%
CCCc1cnc(N2CCN(C(=O)c3ccccc3)CC2)nc1,-9%,-4%,3,-1%,-1,0.0,-2%,0.8,3%
CC(Oc1ccc(Cl)cc1)C(=O)Nc1ccccc1N1CCOCC1 (centres undefined),-15%,1%,nt,2%,nt,nt,12%,nt,-3%
O=C(CCCNC(=O)c1ccc(Cl)cc1)Nc1ccc(F)c(S(=O)(=O)N2CCOCC2)c1,-23%,-15%,22,3%,5,-0.4,5%,0.1,-8%
O=C(C[n+]1cccc(C(=O)N/N=C/c2ccc(Br)cc2)c1)c1ccccc1,-22%,2%,-11,?,7,-0.8,-2%,0.6,-1%
Cc1ccc(OCCn2cc(C#N)c3ccccc32)cc1,-10%,3%,8,3%,2,0.9,7%,1.1,-5%

# Reformatted as labelled records: entries from further up
> COc1ccccc1CCNC(=O)Cn1ccc2cc(S(=O)(=O)N3CCC(C)CC3)ccc21
  USP1 inh: -21% | TrxR1 inh: 16% | D2 antagonist: 5 | Pin1 inh: 18% | TRHR PAM: -21 | D2 agonist: 0.0 | IDH1 R132H inh: -12% | TRHR agonist: 0.3 | TrxR1 substrate: 0%
> Cc1cc(NC(=O)CCC(=O)N(CC(=O)NC2CCCC2)Cc2cccs2)no1
  USP1 inh: -16% | TrxR1 inh: 13%[57.1 µM] | D2 antagonist: -12 | Pin1 inh: -6% | TRHR PAM: 2 | D2 agonist: 0.2 | IDH1 R132H inh: 6% | TRHR agonist: 0.2 | TrxR1 substrate: -23%[57.1 µM]
> O=C(CCCNC(=O)c1ccc(Cl)cc1)Nc1ccc(F)c(S(=O)(=O)N2CCOCC2)c1
  USP1 inh: -23% | TrxR1 inh: -15% | D2 antagonist: 22 | Pin1 inh: 3% | TRHR PAM: 5 | D2 agonist: -0.4 | IDH1 R132H inh: 5% | TRHR agonist: 0.1 | TrxR1 substrate: -8%
> O=C(C[n+]1cccc(C(=O)N/N=C/c2ccc(Br)cc2)c1)c1ccccc1
  USP1 inh: -22% | TrxR1 inh: 2% | D2 antagonist: -11 | Pin1 inh: ? | TRHR PAM: 7 | D2 agonist: -0.8 | IDH1 R132H inh: -2% | TRHR agonist: 0.6 | TrxR1 substrate: -1%

# New compounds follow
SMILES,USP1 inh,TrxR1 inh,D2 antagonist,Pin1 inh,TRHR PAM,D2 agonist,IDH1 R132H inh,TRHR agonist,TrxR1 substrate
CCOc1ccccc1C(=O)NCc1nc2cccnc2n1Cc1ccc(C)cc1,-15%,22%[57.1 µM],nt,18%,0,0.5,-6%,0.2,1%[57.1 µM]
N=C1/C(=C/c2cccn2Cc2ccc(Cl)cc2)C(=O)N=C2SC=CN12,-9%,-9%[57.1 µM],-5,16%,-17,-1.1,1%,-0.3,1%[57.1 µM]
Nc1cc(=O)[nH]c(SCC(=O)Nc2ccc(S(=O)(=O)N3CCCC3)cc2)n1,?,30%,nt,1%,nt,nt,-2%,nt,-1%
CCN(CC)S(=O)(=O)c1ccc(N2CC(C(=O)NCCc3c[nH]c4ccccc34)CC2=O)cc1 (centres undefined),-25%,5%,27,19%,2,1.2,-9%,0.1,-2%
COc1ccccc1NC(=O)CC(=O)c1ccccc1,-22%,-5%,-26,-3%,13,0.4,2%,0.1,-5%
O=C(CP(=O)(CO)CO)c1ccc(Cl)cc1,-5%,2%,-9,0%,-2,1.7,0%,1.2,6%[57.1 µM]
Cc1ccc(-n2nc(C)c3c(C(=O)NCCc4ccccc4)cc(C)nc32)cc1,?,63%[activator],nt,-4%,8,2.4,?,0.3,66%[activator]
Cc1ccccc1OCC(=O)Nc1ccc(S(=O)(=O)N2CCOCC2)cc1,-21%,12%,13,0%,9,-1.8,12%,-1.0,7%[57.1 µM]
CCOC(=O)C1=C(C)Nc2ncnn2C1/C=C/c1ccccc1 (centres undefined),-9%,19%,-22,?,-1,0.7,3%,0.1,2%
COc1ccc(CN2CCOCC2)cc1Br,-5%,-5%,-1,-2%,4,1.5,0%,0.3,-4%
O=C(CCSCCC(=O)NCCN1CCOCC1)NCCN1CCOCC1,-9%,6%[57.1 µM],7,-10%,-3,0.5,6%,0.1,9%[57.1 µM]
CCOC(=O)Cn1nc(-c2ccc(Cl)cc2)ccc1=O,-9%,?,5,-10%,-3,0.7,5%,0.1,-5%

# TrxR1 inh, entries above that show a hit.
mol,USP1 inh,TrxR1 inh,D2 antagonist,Pin1 inh,TRHR PAM,IDH1 R132H inh,TrxR1 substrate
COc1ccc(N=Cc2nc(-c3ccccc3)oc2OC(C)=O)cc1,-23%,13µM*,9,0%,-3,8%,7%
